# PAFAH2 FP inh: PAFAH2 enzyme inhibitors, primary screen, biochemical, fluorescence polarization, human; Platelet-activating factor acetylhydrolase 2, cytoplasmic (Homo sapiens), Q99487; recombinant PAFAH2, FP-rhodamine activity probe; inhibition, % at 3.39 µM; actives 0.99% (n = 340,000);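 active = inhibition above the mean over all tested compounds plus 3 SD, cut at about 30% in these data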;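 note: inhibitors block probe labeling of enzyme so polarization drops; 0% = enzyme with DMSO and 100% = wells lacking PAFAH2 protein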
# PAFAH1B3 inh: PAFAH1B3 enzyme inhibitors, primary screen, biochemical, fluorescence polarization, human | Platelet-activating factor acetylhydrolase IB subunit alpha1 (Homo sapiens), Q15102 | recombinant PAFAH1B3, FP-rhodamine probe | inhibition, % at 3.39 µM | actives 0.28% (n = 340,000);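 active = inhibition above the screen-wide average of all tested compounds plus 3 SD, cut at about 25% in these data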;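 note: 0% = enzyme with DMSO only and 100% = wells lacking PAFAH1B3 protein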
# PAD4 FP inh: human PAD4 inhibitors, primary screen, biochemical, fluorescence polarization, 1536-well format; Protein-arginine deiminase type-4 (Homo sapiens), Q9UM07; recombinant PAD4, RCA probe fluorescence polarization; inhibition, % at 6.36 µM; actives 0.41% (n = 330,000); AID 485272, 2010;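 active = percent inhibition above a cutoff equal to the mean of all tested compounds plus 3 SD, cut at about 15% in these data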;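 note: 0% = PAD4 with RCA probe and DMSO and 100% = probe without PAD4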
# Target sequence (Q9UM07 whole entry, looked up): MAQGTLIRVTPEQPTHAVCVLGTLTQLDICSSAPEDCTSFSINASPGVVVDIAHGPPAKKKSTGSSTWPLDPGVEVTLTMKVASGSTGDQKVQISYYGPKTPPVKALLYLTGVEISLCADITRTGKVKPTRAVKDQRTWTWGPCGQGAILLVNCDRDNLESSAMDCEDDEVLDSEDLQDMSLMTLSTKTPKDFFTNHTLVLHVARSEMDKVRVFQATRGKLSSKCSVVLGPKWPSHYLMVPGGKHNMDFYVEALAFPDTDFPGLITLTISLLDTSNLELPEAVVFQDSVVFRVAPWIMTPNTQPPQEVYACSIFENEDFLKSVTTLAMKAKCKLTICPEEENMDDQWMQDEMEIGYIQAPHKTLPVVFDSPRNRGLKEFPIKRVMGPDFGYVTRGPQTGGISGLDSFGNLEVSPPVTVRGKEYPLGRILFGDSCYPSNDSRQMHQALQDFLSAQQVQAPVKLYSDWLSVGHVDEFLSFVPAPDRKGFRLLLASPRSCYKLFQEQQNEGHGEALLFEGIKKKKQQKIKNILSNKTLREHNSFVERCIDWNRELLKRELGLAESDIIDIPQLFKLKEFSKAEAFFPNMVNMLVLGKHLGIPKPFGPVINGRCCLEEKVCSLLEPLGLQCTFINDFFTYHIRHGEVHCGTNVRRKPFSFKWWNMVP
# EBNA-1 inhibitor: EBNA-1 DNA-binding inhibitors, primary screen, biochemical, fluorescence polarization. inhibition, % at 14.8 µM. actives 0.34% (n = 300,000). AID 1950, 2009; in the data active = inhibition above about 28%
# LYPLA1 counter: LYPLA1 inhibitors, primary screen, counter-screen for PME1 inhibitor project, biochemical, fluorescence polarization, FP-Rh probe ABPP. actives 0.16% (n = 320,000). recombinant LYPLA1. inhibition, % at 5.9 µM. AID 2174, 2009;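 active = inhibition above the mean of all tested compounds plus 3 SD, set per campaign, cut at about 14% in these data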;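 note: inhibitors block serine hydrolase probe labeling of LYPLA1 so polarization falls; 0% = enzyme with DMSO and 100% = wells lacking LYPLA1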
# GSTO1 counter: inhibitors of recombinant GSTO1, primary screen, counter-screen for RBBP9 inhibitor project, biochemical, fluorescence polarization; activity-based probe fluorescence polarization; inhibition, % at 5.96 µM; actives 1.1% (n = 300,000);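 active = inhibition above the campaign mean inhibition plus 3 SD, cut at about 35% in these data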;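 note: 0% = GSTO1-1 with DMSO and 100% = wells lacking GSTO1-1 enzyme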
# Target sequence (P78417 whole entry, looked up): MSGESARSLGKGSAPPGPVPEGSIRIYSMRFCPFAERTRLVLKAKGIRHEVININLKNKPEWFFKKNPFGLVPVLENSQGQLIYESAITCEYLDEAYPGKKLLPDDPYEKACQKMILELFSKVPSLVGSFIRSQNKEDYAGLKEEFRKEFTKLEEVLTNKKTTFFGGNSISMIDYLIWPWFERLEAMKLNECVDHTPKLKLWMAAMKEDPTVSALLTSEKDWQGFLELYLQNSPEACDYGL
# PREPL inhibitor: PREPL enzyme inhibitors, primary screen, biochemical, fluorescence polarization; actives 0.68% (n = 320,000); Prolyl endopeptidase-like (Homo sapiens), Q4J6C6; inhibition, % at 5.96 µM; recombinant PREPL, fluorescence polarization activity-based probe; in the data active = inhibition above about 43%;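 note: 0% = enzyme with DMSO and 100% = wells lacking enzyme; many of its hits are not listed in these tables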
# ZTA counter: blocks Epstein-Barr virus ZTA, an EBNA-1 counter-screen. ZTA-DNA binding, fluorescence polarization. actives 0.15% (n = 320,000). inhibition, % at 11 µM. P03206; in the data active = inhibition above about 33%
# LYPLA2 inh: LYPLA2 inhibitors, primary screen, counter-screen for PME1 inhibitor project, biochemical, fluorescence polarization, FP-Rh probe ABPP. recombinant LYPLA2. inhibition, % at 5.9 µM. AID 2177, 2009. Acyl-protein thioesterase 2 (Homo sapiens), O95372. actives 0.38% (n = 320,000);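 active = inhibition above the screen-wide mean plus 3 SD, limit set per campaign, cut at about 26% in these data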;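 note: 0% = LYPLA2 with DMSO and 100% = wells lacking LYPLA2 enzyme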
# * hit, by the source's call; / = no result given. Only part of the results is shown. The share of hits here may be higher or lower than overall.
SMILES,PAFAH2 FP inh,PAFAH1B3 inh,PAD4 FP inh,EBNA-1 inhibitor,LYPLA1 counter,GSTO1 counter,PREPL inhibitor,ZTA counter,LYPLA2 inh
CC(=O)c1cccc(NC(=O)CSc2n[nH]c(=O)n2C2CC2)c1,-7,12,1,/,/,/,22,/,/
CC1CCc2nn(CC(=O)NCc3ccc(F)cc3)cc2C1 (stereo not drawn),5,0,0,-5,6,10,11,-19,5
Cc1cc(C)n(C(=O)c2ccc(NC(=O)C3COc4ccccc4O3)cc2)n1 (stereo not drawn),-8,10,-4,-8,2,-7,0,-3,-10
CCN(CC(=O)Nc1ccc(N2CCOCC2)cc1)C(=O)COc1ccccc1OC,0,8,-4,-2,-4,8,-3,-31,-2
C#CCOCCOCCOCCNc1nc(N2CCN(C(=O)[C@H](Cc3ccc(O)cc3)n3cc([C@@H](N)CC(C)C)nn3)CC2)nc(N2CCN(C(=O)[C@H](Cc3ccc(O)cc3)n3cc([C@@H](N)CC(C)C)nn3)CC2)n1,/,/,2,-14,1,1,21,-12,6
NCc1cccc(CNc2ccc([N+](=O)[O-])cc2C(N)=O)c1,-1,-2,-1,16,2,0,7,-1,4
COc1ccc(C(C)C)cc1S(=O)(=O)NCCCn1ccnc1,4,6,-11,-9,2,5,13,5,-1
Fc1ccc2[nH]c3c(N4CCc5ccccc5C4)ncnc3c2c1,/,/,0,5,3,7,14,0,9
CCn1cc(/C=C(\NC(=O)c2ccccc2F)C(=O)NCCCn2ccnc2)c2ccccc21,3,2,0,2,-3,-5,1,-7,-2
CCC(=O)Oc1ccc(/C(CC)=C(\CC)c2ccc(OC(=O)CC)cc2)cc1,5,0,-6,-6,3,4,-2,0,4
CCOC(=O)c1ccc(NC(=S)N(CCN2CCCCCC2)Cc2cccs2)cc1,-3,-1,-3,-7,2,-6,1,-12,3
O=C(NCC1CCCCC1)c1cccc(S(=O)(=O)N2CCCC2)c1,6,10,0,/,-1,/,4,17,3
O=C(O)C1CCN(c2c([N+](=O)[O-])cc(C(F)(F)F)cc2[N+](=O)[O-])CC1,-4,-1,1,2,4,-3,0,-6,6
O=C(CSc1nnnn1-c1ccc(F)cc1)Nc1nc2ccccc2s1,-1,12,-4,16,3,2,-9,10,2
CCOC(=O)CCCNC(=O)CCNC(=O)c1ccc(OCC(C)C)cc1,1,3,4,9,-1,7,3,7,7
Cc1nnc(NC(=O)CCC(=O)N2CCN(S(=O)(=O)c3cc([N+](=O)[O-])ccc3C)CC2)s1,-6,2,-2,/,/,/,8,/,/
Cc1ccc2c(c1)cc(CN(Cc1cccnc1)C(=O)c1ccccc1)c1nnnn12,-3,8,2,0,-3,6,0,13,-2
O=c1oc(CCO)cc2ccc(C#Cc3ccsc3)cc12,0,10,1,/,-1,/,-3,6,14
C=CCC1NS(=O)(=O)O[C@H](CCCC)[C@@H]1O (stereo partly drawn),4,9,-3,-2,0,-2,7,13,3
Clc1ccc(-c2csc3ncnc(Cl)c23)cc1,-8,9,6,2,-2,-15,-13,-5,2
Cc1cc(C)c2c(CN3CCOCC3)cc(=O)oc2c1C,4,6,-3,-4,2,-4,6,9,-2
CCCCN(c1ccccc1)c1ncnc(N)c1[N+](=O)[O-],5,2,-1,-3,3,-5,4,-11,-3
CCOC(=O)c1ccc(CNC(=O)CSc2nnc(-c3ccncc3)o2)cc1,-6,5,-1,-2,1,3,4,13,10
O=C(NCc1ccccc1)c1ccc(CNc2c(N3CCCC3)c(=O)c2=O)cc1,5,0,0,-1,2,1,8,-2,6
Cc1ccc(-c2nnc(C)c(N3CCOCC3)n2)cc1,-2,11,1,-13,0,3,1,6,-4
CCOc1ccc(CN2C(=O)c3ccccc3C2=O)cc1C(=O)Nc1nnc(SCC)s1,-3,8,1,7,2,-6,-19,-4,9
CC(C)c1c(C(=O)N/N=C/c2cccc(OCc3ccc(F)cc3)c2)nnn1-c1nonc1N,-35,-27,1,-6,-28,-13,-3,4,-46
COc1ccc(-n2c(COc3ccccc3)n[nH]c2=S)cc1,4,10,-4,-3,2,1,5,1,3
CCOc1ccc(OCCC(=O)NNC(=O)c2ccncc2)cc1,1,5,3,/,-4,/,3,2,-9
CCOc1ccc(S(=O)(=O)N2CCN(C(=S)NCc3ccccc3)CC2)cc1,-2,8,6,-1,-2,11,7,7,5
COc1ccc(N2CCN(CC(=O)NC(=O)NC(C)(C)C)CC2)cc1,0,5,0,15,-1,-1,-6,-13,-3
O=c1[nH]c(C2CCCN(S(=O)(=O)c3cccc(F)c3)C2)nc2c1nnn2Cc1ccccc1 (stereo not drawn),10,4,0,1,-1,22,4,-10,-2
C[C@@]12C(=O)N(c3ccccc3)C(=O)N1[C@@H]1c3ccccc3OC[C@@H]1[C@H]2c1ccccc1,4,10,1,/,/,/,-31,/,/
Cc1ccc(NC(=O)COc2ncnc3sccc23)cc1S(=O)(=O)N(C)C,-10,-9,-1,5,-8,-6,5,-6,-14
O=C(CSc1nnc2scc(-c3ccc(Cl)cc3)n12)NCc1ccco1,2,15,2,10,-2,2,-12,-8,4
C=CCSc1nc(N)c(C#N)c(-c2ccccc2)c1C#N,-6,-4,-2,27,14*,2,-2,-4,8
CCOc1ccc(C(=O)NC(=S)Nc2cccnc2)cc1[N+](=O)[O-],2,3,-2,-10,2,0,-5,-4,7
Cc1ccc(CSC(Nc2ccc(F)cc2)=C(C#N)C#N)cc1,-4,4,0,-3,-5,25,-7,9,0
CCOC(=O)c1cc(-c2ccccc2)sc1NC(=O)CN1C(=O)c2ccccc2C1=O,-7,2,4,4,-1,2,4,0,5
CC[C@H]1CN2CCc3cc(OC)c(OC)cc3C2C[C@@H]1C[C@H]1NCCc2cc(OC)c(OC)cc21 (stereo partly drawn),7,3,-4,-2,-3,3,16,2,-1
CCc1ccc(NC(=O)CCC(=O)Nc2nnc(C(C)C)s2)cc1,-1,1,-1,40*,2,1,3,-2,1
O=Nc1c(O)n(Cc2ccc(Cl)c(Cl)c2)c2ccccc12,-35,-22,-4,10,-32,-6,-53,-14,-47
CCOC(=O)/C(C#N)=C/Nc1ccccc1OC(F)(F)F,/,/,0,-7,-1,-1,12,8,-3
N#CCCN(C(=O)CCl)c1cccc(Cl)c1,0,7,3,-6,1,87*,-4,9,-2
CC(C)Oc1ccccc1C1CC(=O)Nc2c1c(=O)n(C)c(=O)n2C (stereo not drawn),/,/,-2,9,7,0,1,12,-6

# Entries above shown as hits in EBNA-1 inhibitor.
compound	PAFAH2 FP inh	PAFAH1B3 inh	PAD4 FP inh	EBNA-1 inhibitor	PREPL inhibitor
CCc1ccc(NC(=O)CCC(=O)Nc2nnc(C(C)C)s2)cc1	-1	1	-1	40*	3

# Next part
SMILES,PAFAH2 FP inh,PAFAH1B3 inh,PAD4 FP inh,EBNA-1 inhibitor,LYPLA1 counter,GSTO1 counter,PREPL inhibitor,ZTA counter,LYPLA2 inh
CC(C)C(C(=O)NCC1CCCO1)N(Cc1ccco1)C(=O)CNS(=O)(=O)c1ccccc1 (stereo not drawn),8,2,0,-2,-6,2,10,26,-2
COc1cc(/C=N/NC(=S)NCc2ccccc2)ccc1OCC#N,-7,4,-2,-2,-9,-11,8,-3,-16
O=C(/C=C/c1ccccc1)NNC(=O)c1cccs1,0,5,-5,1,2,-10,-4,7,4
C#CCOCCOCCOCCNc1nc(N2CCN(C(=O)CCCCCCCCCCNC(=O)[C@H](CCCCN)n3cc(C)nn3)CC2)nc(N2CCN(C(=O)CCCCCCCCCCNC(=O)[C@@H]([C@H](C)CC)n3cc(CCCCCN)nn3)CC2)n1,-6,21,-4,0,-5,4,52*,70*,13
C/C(=N\Nc1cc(Cl)nc(C)n1)c1ccc(C)cc1,-6,8,5,-2,-2,-6,5,-12,1
Cc1ccc(NNC(=O)c2c(F)cccc2Cl)cc1Cl,8,8,-3,4,1,0,0,2,0
CCN1CCN(C(=O)C(Cc2ccccc2)NC(=O)c2ccc(Cl)c(S(=O)(=O)N(C)C)c2)CC1 (stereo not drawn),5,6,-2,/,/,/,13,/,/
CC(=O)c1cnc2cc(-c3cccc(Br)c3)nn2c1C,-6,1,-2,2,1,8,-4,2,7
COc1ccc(OC)c(CN2CCN(C(=O)CCC(=O)c3cccs3)CC2)c1,5,2,-2,-1,-2,3,5,11,1
Cc1c(OCC(=O)NCc2ccncc2)ccc2c3c(c(=O)oc12)CCC3,4,12,-1,-3,-1,-2,0,5,-3
COc1cc(OC)c(S(=O)(=O)NCc2ccco2)cc1S(=O)(=O)NCc1ccco1,6,3,-1,-6,5,1,10,-2,10
NC(=O)CSc1nccn1Cc1ccccc1,-7,0,-3,4,4,3,-1,4,6
CCOc1cccc(C(=O)Nc2ccc3oc(Cc4ccc(Cl)cc4)nc3c2)c1,-45,-21,3,-2,-20,-13,-4,-23,-52
CCCNC(=O)c1ccc(N2CCC3(CC2)CC(c2ccccc2)=NO3)c(NC(=O)c2cccc(OC)c2)c1,-10,-5,2,-5,-12,-4,4,-5,-13
Cc1cc(C)c(C)c(OCCCCN(C)Cc2ccccc2)c1,-11,5,-1,-12,-1,2,-8,-5,-4
O=C(NCC1CCCO1)c1ccc2c(c1)N(Cc1ccc(F)cc1Cl)C(=O)CS2 (stereo not drawn),-4,4,1,4,0,3,6,3,4
O=C(Nc1ccc2nc3n(c(=O)c2c1)CCCCC3)c1c(F)ccc([N+](=O)[O-])c1F,4,-7,12,-15,-16,-26,14,29,-7
c1ccc(C2CC(c3ccccc3)n3c(nc4ccccc43)N2)cc1 (stereo not drawn),-5,-3,1,-1,2,-3,19,5,-4
CCOC(=O)c1ccc(N/C=C/C(=O)C(C)(C)C)cc1,2,12,0,4,4,4,6,-9,7
Cn1c(CCC(=O)Nc2ccc(N3CCOCC3)cc2)nc(=O)c2ccccc21,-3,8,-3,7,2,6,10,4,0
O=C1CC(SC(=Nc2ccccc2)Nc2ccccc2)C(=O)N1c1cccc2ccccc12 (stereo not drawn),-16,-4,-7,-2,-5,-6,6,1,-14
Cc1cc(OCC(=O)NCCN2CCOCC2)ccc1Br,9,2,0,-6,4,-5,17,9,5
COc1ccc(C(=O)NC2CCCCCC2)cc1S(=O)(=O)N1CCCC1,-2,0,7,-4,-1,1,2,1,-6
O=C(CNC(=O)c1ccc(N2C(=O)c3ccccc3C2=O)cc1)OCC(=O)c1ccccc1,-11,-6,0,-3,4,3,16,-11,4
Cc1ncoc1C(=O)Nc1ccc(Oc2ccccc2)cc1,-2,7,1,0,0,3,6,11,5
CCCOc1ccc(-c2c(C(=O)N/N=C(\C)c3cccs3)nnn2-c2nonc2N)cc1,8,0,-1,0,-1,-1,-11,2,1
Cc1ccc(N2C(=O)N3[C@H](c4cccc(C)c4)[C@@H]4C(=O)N(Cc5ccccc5)C(=O)[C@@H]4[C@]3(C)C2=O)cc1,-8,3,-6,3,0,-4,-32,0,-1
O=C(Nc1ccc(O)c2c(=O)cc(-c3cccc(Cl)c3)oc12)c1ccccc1Cl,-13,0,1,15,-5,3,-1,-12,-7
COc1ccc(/C=N/N=C/c2c[nH]c(=O)c(C#N)c2Nc2ccccc2)cc1,5,6,-4,7,3,-10,5,11,3
CCCN1C(=O)c2ccc(C(=O)Nc3cc(C)on3)cc2C1=O,-13,1,-2,-4,3,1,1,2,2
NC(=O)C1CCN(c2ncccc2[N+](=O)[O-])CC1,-1,2,-1,7,0,-4,-4,8,2

# Screens as filed in PubChem BioAssay.
